IkB sig inh: IkB pathway inhibition in ABC-DLBCL cells; ABC-DLBCL IkBa-CBG/CBR dual luciferase ratio, 4 h; response scale: scaled: untreated 0%, proteasome inhibitor 100%; AID 445; 110,000 tested, 0.04% active; Potency, µM (titrated, usually from 57.1 µM), for the others: at the top dose IkBa stabilization activation; active = well fitted curve in the direction sought with a large enough effect in the signal ratio, not every such curve was filed as active; inconclusive = small, poorly fitted or top-dose-only effect, or a change in a side signal; the % refers to the signal ratio;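 note: the direction sought is a rising ratio; 0% = basal untreated cells and 100% = reference inhibitor full response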
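In this assay, an IκBα–CBG68 fusion accumulates when IKK-driven degradation is blocked; native CBR normalizes for cell number. OCI-Ly3 cells were treated 4 h with compound and doxycycline, then green and red light read after Chroma-Glo addition.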
p53ts 32C tox: p53ts cell cytotoxicity, permissive temperature. H1299-p53A138V at 32C, ATP luminescence viability, 24 h. 130,000 tested, 0.93% active. Potency, µM (top dose mostly 46.1 µM), for the others: top-dose activity change, negative = cytotoxicity, actives largely listed as cytotoxic;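 note: 0% = DMSO and -100% = full killing by reference compound; nearly all actives have a fitted effect of over 55% in size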
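Viability by ATPlite luminescence after 24 h compound treatment (up to 46 uM) at the permissive 32C. Cells are H1299 carrying p53 A138V. Scale runs from DMSO basal to 100 uM tamoxifen as full kill; AC50 from Hill fits.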
Peg3 imprint: inducers of genomic imprint erasure in mouse ES cells; mouse ES Peg3-LacZ reporter, beta-gal luminescence, 40 h; Potency, µM (series often up to 60.7 µM), without a hit: at the top dose activity change, positive = activation, usual class: activators; 110,000 tested, 0.02% active;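 note: 0% = negative control wells on the plate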
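Imprint erasure is scored as LacZ activity from the silenced maternal Peg3 allele in feeder-free female ES cells cultured 40 h with LIF. Luminescence is normalized to in-plate negative controls and fitted to the Hill equation.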
p53ts 39C kill: p53ts cell cytotoxicity, nonpermissive temperature; Potency, µM (highest dose often 46.1 µM), without a hit: top-dose activity change, negative = cell killing, most hits filed as cytotoxic; H1299-p53A138V viability at 39C, ATP luminescence, 24 h; AID 902; 130,000 tested, 1.5% active; note: nearly all actives have a fitted effect of over 55% in size
* = called active by the depositor; ? = inconclusive; . = not tested or not shown; [ ] = dose if it differs, or a comment. Unless noted, calls come from the whole dose curve; as a rule, active = well fitted curve in the direction sought with a large enough effect; inconclusive = small, poorly fitted or top-dose-only effect, or another doubt; inactive = no such curve, though single readings can be large; an effect the other way counts as inactive or inconclusive. Unless noted, % is set by controls: 0 for no effect and ±100 for the full control effect; potency is the fitted concentration of half-maximal effect.

SMILES	IkB sig inh	p53ts 32C tox	Peg3 imprint	p53ts 39C kill
COc1cccc2cc(-c3nc4sc5c(c4c(=O)[nH]3)CCC(C(C)(C)C)C5)c(=O)oc12 (centres undefined)	-0.6%	-9%	-3%[10.9 µM]	13%
Cc1c(C(N)=O)nnn1-c1ccc(Br)cc1	-2.7%	3%	11%[10.9 µM]	-2%
COc1ccc(-c2cc(C(F)(F)F)nc(SCC(=O)Nc3cc(C)on3)n2)cc1	-0.5%	5%	8%	-1%
COc1ccc(OC)c(C(C)NC=O)c1 (centres undefined)	-1.9%	20%	-7%	-9%
COc1ccc(S(=O)(=O)N2CCCC(C(=O)N3CCN(C)CC3)C2)cc1C (centres undefined)	2.7%	-2%	-6%	0%
Cc1cnn(C(=O)c2ccccc2Br)c1	.	5%	.	-6%
CC1CC[C@]2(CO)CC[C@]3(C)C(=CCC4[C@@]5(C)CCC(O)C(C)(C)C5CC[C@@]43C)C2C1C (some centres undefined)	.	1%	-23%	6%
COc1ccc(CNC(=O)Cn2ncc3c(=O)oc4ccccc4c32)c(OC)c1	-1.7%	10%	28%[10.9 µM]	26%
COCCn1c(=O)c(-c2ccc(Cl)cc2)nc2cnc(Nc3ccccc3)nc21	-1.1%[11.4 µM]	3%	?	-1%
Cc1nnc(SCC(=O)Nc2ccc(Oc3ccccc3)cc2)n1N	-0.4%	-6%	-10%	-11%
CN1CCN(CC(=O)n2c3c(c4ccccc42)CCCC3)CC1	-0.2%	-9%	-1%	-12%
O=C(Nc1ccccc1C(F)(F)F)c1cc(-c2ccccc2O)on1	?	-8%	-19%	-2%
Oc1ccccc1-c1nc(-c2cccs2)c(-c2cccs2)[nH]1	?	?	-12%[10.9 µM]	25µM*
Cc1ccccc1C(=O)OCCCN=C1NS(=O)(=O)c2ccccc21	.	10%	.	36%[activator]
O=C(Cn1c(NCCO)nc2ccccc21)c1cccs1	0.4%	-4%	-2%	-4%

Part of the list above, set out differently:
compound,IkB sig inh,p53ts 32C tox,Peg3 imprint,p53ts 39C kill
COc1ccc(S(=O)(=O)N2CCCC(C(=O)N3CCN(C)CC3)C2)cc1C (centres undefined),2.7%,-2%,-6%,0%
Cc1cnn(C(=O)c2ccccc2Br)c1,.,5%,.,-6%
CC1CC[C@]2(CO)CC[C@]3(C)C(=CCC4[C@@]5(C)CCC(O)C(C)(C)C5CC[C@@]43C)C2C1C (some centres undefined),.,1%,-23%,6%

Going on with the list:
SMILES	IkB sig inh	p53ts 32C tox	Peg3 imprint	p53ts 39C kill
O=C(CSc1nc(C2CC2)nc2sc3c(c12)CCCC3)NCc1ccco1	-0.8%	-7%	-2%	-12%
O=S(=O)(NCCc1ccccc1)c1ccc(S(=O)(=O)N2CCCCC2)cc1	-0.1%	-1%	-10%	2%
Nc1c(C(=O)NCCN2CCOCC2)c2nc3ccccc3nc2n1-c1ccccc1	?	-2%	-17%	13%
COc1ccccc1NC(=O)C(Cc1ccc(Cl)cc1)c1nn[nH]n1 (centres undefined)	0.9%	-9%	-9%	3%
COc1ccc(NC(=O)C(CC(C)C)NC(=O)C2CCCCC2)cc1 (centres undefined)	0.1%	0%	-9%[10.9 µM]	15%
CCc1ccc(NC(=O)c2oc3c(c2C)-c2[nH]ncc2CC3)cc1	?	11%	-9%[10.9 µM]	-26%
COc1ccc2nc(N3CCCC(C(=O)NCCCN4CCN(C)CC4)C3)sc2c1 (centres undefined)	0.8%	13µM*	17%	10µM*
CCCCSc1nnc2c(n1)OC(c1ccc(C)s1)Nc1ccccc1-2 (centres undefined)	?	-9%	-7%[10.9 µM]	6%
CCOC(=O)c1nc(N2CCN(c3ccc(F)cc3)CC2)c2c(C)noc2n1	-1.3%	14%	19%[10.9 µM]	-9%
C=CCn1c(SCc2ccc(OC)cc2)nnc1-c1cccnc1	9.3%	1%	-8%	1%
Cc1cc(NC(=O)CCC(=O)N(CCC(C)C)CC(=O)NCC2CCCO2)no1 (centres undefined)	-0.4%	5%	3%	-4%
O=C(Oc1ccccc1)c1ccc(-n2cnnn2)cc1	-1.6%	-6%	-14%	-6%
CCCc1cc(=O)[nH]c(SCC(=O)Nc2cc3c(cc2C(C)=O)OCO3)n1	-0.1%	1%	-4%	7%
CCCCCNC(=O)C(C#N)c1nc2ccccc2nc1N1CCCC1 (centres undefined)	-2.5%	-10%	0%	-9%
CC1(C)C(c2ccccn2)=[N+]([O-])C(C)(C)N1O	1.9%	-1%	4%	7%
Cc1ccc(N(CC(=O)NCCSc2ccccc2)S(=O)(=O)c2ccc(F)cc2)cc1	?	23%	-10%[10.9 µM]	-1%
O=C(CCN1CCCCC1c1cccnc1)NCc1ccccc1 (centres undefined)	-2.0%	1%	-6%	9%
COc1ccc(C(=O)N2CCC(C(=O)Nc3ccc(OC)cc3OC)CC2)cc1	-0.5%	7%	-14%[10.9 µM]	-5%
CCn1cc(C(=O)NCc2ccco2)c(=O)c2cc(S(=O)(=O)N3CCc4ccccc4C3)ccc21	?	-10%	-15%	-20%
CC(=O)Nc1ccc2nc(C3CCCCC3)[nH]c2c1	6.4%	-21%	-5%	-8%
O=C(Nc1cccc(NC(=O)c2cccnc2Cl)c1)c1ccco1	.	16%	.	18%
C[C@@H](SCc1ccccc1)C(=O)O	-0.3%[11.4 µM]	9%[9.22 µM]	-6%[10.9 µM]	22%[9.22 µM]
CC1CCCN(S(=O)(=O)c2ccc3c(c2)CCN3C(=O)CCC(=O)O)C1 (centres undefined)	3.6%	4%	-6%[10.9 µM]	-10%
COC(=O)c1cc(=O)n(Cc2ccc3c(c2)OCO3)c(=Nc2ccccc2)s1	4.1%	-5%	-27%	35%[activator]
NC(=O)c1ccc(NS(=O)(=O)c2ccccc2F)cc1	-0.8%	5%	-7%	-1%
Cc1c2cnn(CC(=O)N3CCCCC3)c(=O)c2c(C)n1Cc1ccc(Cl)cc1	?	7%	-4%[10.9 µM]	-11%
COCC(C)n1c(C)cc(C(=O)COC(=O)c2ccc(N3CCCC3=O)cc2)c1C (centres undefined)	0.3%	-1%	-11%	-8%
COc1ccccc1CNC(=O)CCn1c(=O)c2ccccc2n(CC(=O)Nc2ccc(C)cc2)c1=O	25%	-27%	29%[10.9 µM]	?
CCOC(=O)c1c(NC(=O)c2cc(-c3ccccc3)on2)sc2c1CCCC2	?	5%	-17%[10.9 µM]	-12%
CCOC(=O)c1c(C)n(C)c2ccc(O)c(CN3CCN(C)CC3)c12	4.7%	6%	.	12%
CC1CCCCN1C(=O)CSc1nnc(-c2cccnc2)n1C1CCCCC1 (centres undefined)	-2.2%	4%	-7%	2%
O=S(=O)(c1ccccc1)N1CCC2(CC1)CN(c1ncccn1)C2	-2.3%[11.4 µM]	-9%	.	-1%
COc1cccc(CNC(=O)c2ccc3c(Cl)c4c(nc3c2)CCCC4)c1	?	16%	-7%[10.9 µM]	-16%
Cc1nc2ncnn2c(N2CCC(C(=O)NC3CCCC3)CC2)c1Cc1ccccc1	2.8%	1%	.	4%
Cn1nc(C(=O)N2CCOCC2)c2ccccc2c1=O	-1.9%	4%	28%	17%
CCOC(=O)CSc1nnc(Cn2nnc(-c3ccccc3)n2)n1CC	1.0%	10%	-1%	5%
CCN(C(=O)CSc1nc2ccccc2n1CC(=O)Nc1ccccc1C)c1ccccc1	0.5%	14%	10%[10.9 µM]	-16%
CCn1c(C)c(C)c2cc(C(=O)NCC(C)c3ccccc3)ccc21 (centres undefined)	?	15%	-5%[10.9 µM]	-1%
Cc1ccc(-n2ncc3c2ncn2nc(-c4ccco4)nc32)c(C)c1	-2.2%	-14%	-38%[inhibitor]	-6%
COc1ccc(C(C)(C)C)cc1NC(=O)c1ccoc1C	0.3%	0%	4%	7%
CCc1cc(C(=O)Cc2ccc(F)cc2)c(O)cc1O	?	40%[activator]	-12%	34%[activator]
Cc1c(C2=CCN(S(=O)(=O)c3ccc(Br)cc3)CC2)c2ccccc2n1CC(=O)N1CCCC1	0.6%	4%	-12%[10.9 µM]	20%
COc1ccc(-c2nnc(SC)n2C)cc1	-1.9%	-2%	-21%	1%
COc1cc(C2NC(=O)NC(O)(C(F)(F)F)C2C(C)=O)cc(OC)c1OC (centres undefined)	1.2%	8%	0%	7%
C[C@]12C=CC(=O)C=C1CCC1C2C(=O)C[C@]2(C)C1CC[C@]2(O)C(=O)CO (some centres undefined)	.	9%	-6%	3%

Reprinted from the part before: five entries, followed by the next part.
SMILES	IkB sig inh	p53ts 32C tox	Peg3 imprint	p53ts 39C kill
CCc1cc(C(=O)Cc2ccc(F)cc2)c(O)cc1O	?	40%[activator]	-12%	34%[activator]
Cc1c(C2=CCN(S(=O)(=O)c3ccc(Br)cc3)CC2)c2ccccc2n1CC(=O)N1CCCC1	0.6%	4%	-12%[10.9 µM]	20%
COc1ccc(-c2nnc(SC)n2C)cc1	-1.9%	-2%	-21%	1%
COc1cc(C2NC(=O)NC(O)(C(F)(F)F)C2C(C)=O)cc(OC)c1OC (centres undefined)	1.2%	8%	0%	7%
C[C@]12C=CC(=O)C=C1CCC1C2C(=O)C[C@]2(C)C1CC[C@]2(O)C(=O)CO (some centres undefined)	.	9%	-6%	3%
COc1cc(OC)cc(-c2cc3nc(C)c(CCC(=O)NCc4ccccc4)c(C)n3n2)c1	?	-2%	-14%[10.9 µM]	-17%
COc1ccc(-n2nnc(-c3nsc(NC(=O)c4cccc(C)c4)n3)c2C)cc1OC	1.2%	7%	30%[10.9 µM]	?
CCC(=O)NC1=C(C#N)C2(CCCC2)Cc2ccccc21	-1.7%	2%	-9%	-6%
COc1ccc(-c2noc(CCC(=O)NCc3ccc(OC)cc3OC)n2)cc1	?	1%	-4%[10.9 µM]	-12%
Cc1ccc(NC(=O)Cn2c(=O)n(-c3ccc(C)cc3)c(=O)c3ccc(C(=O)NCc4ccccc4Cl)cc32)cc1	?	6.3µM*	-25%[10.9 µM]	1.3µM*
O=C(NCc1cccnc1)c1cc(S(=O)(=O)N2CCCCC2)ccc1Cl	-3.7%	3%	-6%	8%
COc1ccccc1CNc1ncnc2nc[nH]c12	0.8%	-18%	-11%	?
C/C(CCN1CCc2nc(-c3ccccc3)c(-c3ccccc3)cc2C1)=N\O[C@@H](C)CN1CCCCc2nc(C)c(C)cc21	.	23%[9.22 µM]	.	-5%[9.22 µM]
O=C(NCCc1ccncc1)Nc1ccccc1Cl	-0.7%	2%	-12%	-5%
O=C1Nc2ccc(NS(=O)(=O)c3cccs3)c3cccc1c23	1.1%	10%	14%	2%
CCOc1ccc(NC(=O)CSc2nc3ccsc3c(=O)n2C(C)CC)cc1 (centres undefined)	?	7%	-11%[10.9 µM]	-9%
CCOc1nc(C)ccc1-c1noc(C)n1	-1.8%	2%	-3%	3%
Cn1c(-n2cccc2)c(-c2c(-c3ccc(F)cc3)[nH]c3c2c(=O)n(C)c(=O)n3C)c(=O)n(C)c1=O	-0.1%	4%	-14%[10.9 µM]	-4%
Cc1ccc(S(=O)(=O)Nc2cccc(-c3ccc(N4CCC(C)CC4)nn3)c2)s1	?	13µM*	-10%[10.9 µM]	4µM*
CC1CCN(c2nc3ccccc3nc2C(C#N)C(=O)NC2CCCCC2)CC1 (centres undefined)	0.8%	3%	-3%	2%
COc1cc(C)ccc1OCCSc1nc2ccc(NC(=O)c3ccco3)cc2s1	?	-1%	-14%[10.9 µM]	-2%
CCn1nnnc1SCC(=O)c1cc(OC)ccc1OC	-0.7%	-14%	-4%	-13%
CCc1ccc(NC(=O)CC2C(=O)N(c3ccc(OC)cc3)C(=O)N2Cc2cccs2)cc1 (centres undefined)	0.6%	2%	19%[10.9 µM]	-3%
COc1cccc(Cn2c(=O)c(C)nc3cnc(N4CCNCC4)nc32)c1	1.4%[11.4 µM]	-9%	.	-5%
CC(C)NC(=O)C1CCN(C(=O)c2cc3sccc3n2Cc2ccc(F)cc2)CC1	?	11%	-28%	-8%
CCn1nnc2cc(C(=O)Nc3ccc(C)cc3Br)ccc21	-1.2%	-7%	?	13%
O=C(NC1CCCCC1)C(c1ccc(F)cc1)N(Cc1ccc2c(c1)OCO2)C(=O)c1cnsn1 (centres undefined)	.	4%	.	18%
Cc1ccc(S(=O)(=O)Nc2ccc3c(c2)ncn3C(C)(C)C)cc1	1.3%	-7%	-6%	-3%
COc1ccccc1N1CCN(C(=O)CCS(=O)(=O)c2cc(Br)cc3c2N(C(=O)C2CC2)CC3)CC1	?	13%	-7%[10.9 µM]	-10%

From PubChem
